High-throughput results (PubChem)
aSyn rescue – rescues yeast growth from alpha-synuclein toxicity | Yeast expressing alpha-synuclein, growth rescue, BacTiter-Glo, 24 h | Potency, µM (top dose mostly 46.1 µM), for inactives: at the top dose growth rescue (activation), actives largely listed as activators | actives 0.14% (n = 370,000); further: potency means the concentration at half of the fitted maximal effect; % of control where 0% means no effect; nearly all actives have a fitted effect of over 65% in size
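Readout is rescue of growth in alpha-synuclein-expressing yeast, so inhibitors of toxicity appear as activators. Growth after 24 hr at 30 deg C in galactose medium is quantified by luminescence.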
HEK293 tox – cytotoxic in the GLP-1 receptor inverse agonist counter-screen | Potency, µM (doses to about 38.3 µM), inactives show at the top dose activity change, negative = inhibition, hits mostly inhibitors | actives 0.13% (n = 410,000) | HEK293 cAMP-luciferase reporter cells, luminescence, 24 h;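 further: loss of luciferase light is scored as toxicity; potency means the concentration at half of the fitted maximal effect; on the % scale 0 is the no-effect control and ±100 the full control effect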
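Here, cytotoxicity is scored as loss of luminescence. The MLSMR collection was tested on cells seeded in medium containing 10% Nu serum, with a 24 hr compound exposure preceded by 12 hours of culture.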
TDP-43 yeast inh – rescues yeast growth from TDP-43 toxicity; actives 1.8% (n = 410,000); TDP-43 expressing yeast growth rescue, BacTiter-Glo, 24 h; Potency, µM (doses to about 46.1 µM), inactives show top-dose growth rescue (activation), actives largely listed as activators; further: potency means the concentration at half of the fitted maximal effect; % of control where 0% means no effect; nearly all actives have a fitted effect of over 50% in size
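Galactose-induced TDP-43 yeast, OD600=0.02, compound pinned; 24 hr, 30 deg C; BacTiter-Glo luminescence for growth. Inhibitors of TDP-43 toxicity read as activators.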
DRD3 agonist – D3 dopamine receptor (human) agonism. max activation, %. AID 652048. D3R DiscoveRx beta-arrestin cells, luminescence, 90 min. actives 0.58% (n = 410,000); in the data active means max activation above about 30%; further: 0% is about no effect; mostly tested at two doses, the higher about 12 µM
Target sequence (P35462 whole entry, looked up): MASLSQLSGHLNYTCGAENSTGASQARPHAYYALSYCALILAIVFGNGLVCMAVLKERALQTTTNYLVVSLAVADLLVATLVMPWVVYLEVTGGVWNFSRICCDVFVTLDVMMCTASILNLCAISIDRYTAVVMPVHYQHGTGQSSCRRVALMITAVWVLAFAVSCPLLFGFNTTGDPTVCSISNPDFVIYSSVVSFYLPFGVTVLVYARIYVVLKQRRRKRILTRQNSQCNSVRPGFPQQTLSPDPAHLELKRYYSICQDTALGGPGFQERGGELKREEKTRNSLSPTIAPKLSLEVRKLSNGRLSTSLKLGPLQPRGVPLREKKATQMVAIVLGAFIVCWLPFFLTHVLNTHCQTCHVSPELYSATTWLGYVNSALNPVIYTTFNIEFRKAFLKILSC
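Cells at 1500/well, incubated overnight, then treated with pinned compounds (dopamine as control) for 90 min at 37 degrees C. DiscoveRx reagent added for 30 - 60 minutes at room temperature; luminescence read.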
KB-V1 cytotox – kills drug-selected multidrug resistant KB-V1 cells; KB-V1 MDR cells viability, CellTiter-Glo, 72 h; Potency, µM (series often up to 46.1 µM), for inactives: top-dose activity change, negative = cytotoxicity, hits mostly cytotoxic; actives 3.4% (n = 400,000); AID 1347076; further: potency means the concentration at half of the fitted maximal effect; on the % scale 0 is the no-effect control and ±100 the full control effect; nearly all actives have a fitted effect of over 60% in size
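Potencies derive from concentration-effect curves fitted to normalized luminescence (CellTiter-Glo) of KB-V1 cells treated for 72 h at 37 degrees C in phenol-red-free DMEM containing 10% FBS.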
PTHR1 agonist – agonists of human PTHR1 parathyroid hormone receptor; Q03431; HEK293 GP2 PTHR1 cells, GloSensor cAMP luminescence, 1 h; Potency, µM (series often up to 115 µM), for the others: at the top dose activation, actives largely listed as activators; actives 0.075% (n = 410,000); further: potency means the concentration at half of the fitted maximal effect; nearly all actives have a fitted effect of over 55% in size; some results filed as inactive show a strong effect at the top dose; inactives centre near -15; many of its hits are not listed in these tables
Target sequence (Q03431 whole entry, looked up): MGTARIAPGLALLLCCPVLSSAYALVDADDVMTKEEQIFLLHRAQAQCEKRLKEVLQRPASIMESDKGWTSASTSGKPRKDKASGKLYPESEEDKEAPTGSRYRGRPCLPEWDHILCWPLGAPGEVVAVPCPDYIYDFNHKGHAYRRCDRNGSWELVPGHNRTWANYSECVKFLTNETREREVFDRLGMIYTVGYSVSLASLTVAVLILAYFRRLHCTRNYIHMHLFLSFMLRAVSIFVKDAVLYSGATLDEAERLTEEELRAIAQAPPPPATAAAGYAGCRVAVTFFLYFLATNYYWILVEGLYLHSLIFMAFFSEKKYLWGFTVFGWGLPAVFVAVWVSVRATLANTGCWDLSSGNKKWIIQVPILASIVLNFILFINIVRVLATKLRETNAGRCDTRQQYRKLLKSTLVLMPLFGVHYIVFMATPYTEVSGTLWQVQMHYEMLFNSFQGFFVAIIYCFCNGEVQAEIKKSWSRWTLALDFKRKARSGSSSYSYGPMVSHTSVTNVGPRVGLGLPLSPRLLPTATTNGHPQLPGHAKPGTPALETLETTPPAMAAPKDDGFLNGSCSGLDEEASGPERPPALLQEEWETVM
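HEK-293-derived GP2 cells expressing PTHR1 and a GloSensor cAMP reporter, 3,000/well, plated overnight, given luciferin plus IBMX (each 0.5 mM as added) for 1 h at 37 °C, then compound for 1 h at 37 °C. Luminescence was read after 15 min at room temperature.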
GLP-1R inv ag – acts as inverse agonist at human GLP-1 receptor; AID 624417; P43220; actives 1.6% (n = 410,000); HEK293 GLP-1R CRE-luciferase, luminescence, 24 h; GLP-1R form is constitutively active; Potency, µM (highest dose often 38.3 µM), inactives show top-dose activity change, negative = inhibition, most hits filed as inhibitors; further: potency means the concentration at half of the fitted maximal effect; on the % scale 0 is the no-effect control and ±100 the full control effect; nearly all actives have a fitted effect of over 55% in size
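Readout was luciferase luminescence, measured 12 min after detection reagent at room temperature. Beforehand, GLP-1R reporter HEK293 cells had sat 12 h, then received compounds for 24 hr at 37 deg C.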
DRD3 antagonist – blocks the human D3 dopamine receptor | P35462 | D3R cells, DiscoveRx beta-arrestin luminescence, antagonist mode; hits give low values | max response, negative = inhibition, % | actives 2.5% (n = 360,000); in the data active means max response below about -50%; inconclusive means no clear call, values can overlap the other calls; further: on the % scale 0 is the no-effect control and ±100 the full control effect; mostly tested at two doses, the higher about 12 µM
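Cells expressing the human receptor were seeded at 1500 cells/well, incubated overnight at 37 degrees C in 5% CO2, then exposed to library compounds with dopamine controls for 90 minutes at 37 degrees C before luminescent detection.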
GLP1R ag – GLP-1 receptor (human) agonism. HEK293 GLP-1R CRE-luciferase, luminescence, 4-6 h; cells express a hypersensitive GLP-1R form. P43220. actives 0.007% (n = 380,000). Potency, µM (doses to about 45.6 µM), for the others: at the top dose activation, usual class: activators. AID 624172; further: potency means the concentration at half of the fitted maximal effect; % of control where 0% means no effect
* marks the source's active call; other numbers are inactive results; i = inactive; ? = inconclusive; . = no result given; & = joins results of further samples; [ ] = remark or other dose. Unless noted, the call rests on the fitted dose curve; in most records, active means well fitted curve in the direction sought with a large enough effect; inconclusive means small, poorly fitted or top-dose-only effect, or another doubt; inactive means no such curve, though single readings can be large; an effect the other way counts as inactive or inconclusive. An excerpt (hit frequency here may not be typical).

compound	aSyn rescue	HEK293 tox	TDP-43 yeast inh	DRD3 agonist	KB-V1 cytotox	PTHR1 agonist	GLP-1R inv ag	DRD3 antagonist	GLP1R ag
Fc1ccc(C2N(c3ccccc3)C(=S)N3CCCN23)cc1 (stereo unspecified)	2%	3%	23%	0	-3%	-22%	?	1	7%
CC(=O)c1ccc(NC(=O)CN(C)S(=O)(=O)c2cc3c(cc2Cl)NC(=O)CO3)cc1	.	1%	-20%	0	0%	-11%	19%	.	.
Cc1cc(C(=O)C(=O)N(C)C)c(C)n1-c1ccc(Cl)cc1	0%	7%	-7%[0.397 µM]	21	-5%	-4%	7%	11	9%
Cc1ccc(C)c2[nH]c(=O)c(CCNC(=O)c3ccc4c(c3)OCO4)cc12	0%	12%	-12%	4	27%	-1%[57.5 µM]	68%[activator]	48	-9%
O=C(CCc1n[nH]c(=O)[nH]c1=O)N/N=C/c1ccco1	-5%	-5%	6%[0.397 µM]	-3	1%	-20%	1%	16	2%
COc1ccc2c(C)cc(=S)[nH]c2c1	2%	?	13µM*	-2	5%	i	50%[activator]	13	?
Cc1nc2cc(NC(=O)C3COc4ccccc4O3)ccc2s1 (stereo unspecified)	-10%	-12%	.	4	-12%	-14%	11%	-23	7%
Cc1ccc(NC(=O)Cn2nnc(-c3nc(-c4ccncc4)no3)c2N)cc1	.	-4%	25%	2	.	-12%	10%	.	.
Cc1ccc(SCC(=O)O/N=C(\N)c2cccnc2)cc1	1%	-3%	10µM*	4	-22%	-22%	-19%	-5	3%
CC1(C)Cc2c(sc3c2c(=N)n(Cc2ccco2)c(=O)n3Cc2ccc(F)cc2)CO1	16%	-2%	25%	9	-14%	i	?	3	4%
Cc1csc(SCC(=O)NCc2ccc3c(c2)OCO3)n1	0%	2%	0%	1	-23%	25%	-13%	-17	-4%
O=S1(=O)CCN2C=Nc3sc4c(c3C2=N1)CCCC4	2%	-14%	-10%	3	0%	-17%[57.5 µM]	3%	17	3%
COC(=O)/C=C1\OC(C2CC2)c2ccccc21 (stereo unspecified)	-9%	-1%	28µM*	-1	-1%	-25%	19%	1	.
COc1cc2c(=O)n(CCC(=O)NCC3CCCO3)c(=O)n(CC(=O)Nc3ccc(C)cc3)c2cc1OC (stereo unspecified)	1%	-19%&3%	0%&-20%	1&-32	0%&12%	i	-1%&4%	2	9%
CC(=O)c1cc2c(cc1NC(=O)CCCC(=O)O)OCO2	-4%	-1%	-14%	-4	2%	i	-3%	-14	-5%
CC1(C(=O)N(c2ccccc2)C(C(=O)NC2CCCC2)c2ccccn2)CC(=O)N=C2C=CC=CN21 (stereo unspecified)	1%	-11%	13%	-1	29%	i	8%	2	-6%
COC(=O)c1ccccc1NC(=O)C1CCCCC1C(=O)O (stereo unspecified)	11%	-14%	-22%	-9	-12%	-7%[57.5 µM]	0%	-23	-15%
Cn1cnc([N+](=O)[O-])c1C(=O)Nc1cccc([N+](=O)[O-])c1	1%	7%	8%	-3	14%	-7%	-5%	-6	3%
C[C@@H]1CN([C@@H](C)CO)C(=O)c2cc(Br)cnc2O[C@H]1CN(C)C(=O)c1ccc2c(c1)OCO2	-1%	4%	10%	2	5%	-7%	3%	2	11%
CC(C)(C)c1ccc(NC(=O)COC(=O)C2(C)CC2(Cl)Cl)cc1 (stereo unspecified)	-1%	-24%	0%	1	18%	-28%	3.5µM*	-9	1%
CC1(C)OC(C)(C)/C(=C\c2ccc(OCC(N)=O)cc2)C1=O	-8%[1.84 µM]	1%	18%	5	?	-17%	12%	6	4%
CCS(=O)(=O)C1=NSC2=NC(=O)/C(=C\c3ccc(OS(=O)(=O)c4ccccc4)c(OC)c3)C(=N)N21	-3%	1%	7%	8	5%	i	7%	1	-1%
COc1ccc(N2CCN(C3=NS(=O)(=O)C(c4cccc(Br)c4)=C3C)CC2)cc1	.	-4%	16%	0	.	-18%	-3%	.	.
N#Cc1ccccc1NC(=O)c1cnc(N2CCOCC2)c2ccccc12	.	-5%	18%	3	8%	-9%	11%	.	.
O=C(CSc1nc(-c2ccncc2)nn1CC(=O)N1CCCCC1)NC1CCCC1	2%	-4%	-22%	-10	-12%	i	7%	-21	0%
CCCS(=O)(=O)N1CCCC(C(=O)Oc2ccccc2Cl)C1 (stereo unspecified)	4%	-8%	15%	5	?	i	-18%	10	8%
Cc1ccc(NC(=O)Cn2c(=O)c3cccn3c3ccccc32)cc1	1%	8%	-2%	14	25%	i	-1%	-2	-2%
COc1ccc(-c2nnc3sc(CN4C(=O)c5ccccc5C4=O)nn23)cc1	-2%	-1%	12%	2	11%	i	4%	4	-1%
O=C(Nc1cccc([N+](=O)[O-])c1)C1C2CC/C=C\CCC21 (stereo unspecified)	-5%	-2%	-6%	-7	-3%	-14%	?	-15	15%
COc1ccc(C2C(C(C)=O)=C(O)C(=O)N2Cc2cccnc2)cc1 (stereo unspecified)	-3%	9%	-8%	7	-9%	-11%[57.5 µM]	2%	11	-2%
COc1ccccc1Cn1c(CNS(=O)(=O)c2ccc(Cl)s2)nc2cccnc21	.	-2%	0%	-4	.	-67%[inhibitor]	2%	.	.
Nn1c(C2CCC2)nc2cc(Cl)ccc2c1=O	-2%	-1%	?	-2	16%	-15%	22%	-22	13%
O=C(COC(=O)c1ccc(O)cc1)NC1CCCCCC1	-6%	16%	-4%	-1	-26%	-9%	26%	-8	3%
COc1ccc(CNC(=O)Cn2c(=O)n3nc(-c4ccc(OC)cc4)nc3c3ccccc32)cc1	.	0%	0%	4	?	i	2%	.	.
Cc1cc(C)c(S(=O)(=O)N(CC(=O)N2CCCC2)C2CCCCC2)c(C)c1	6%	-20%	12%	1	?	i	?	-10	0%
CNC[C@H](O)c1ccc(O)c(O)c1	-2%&-5%	-8%	9%	3&-14	15%	?	27%	0	?
CCC(=O)Nc1nonc1-c1nc2ccccc2n1Cc1ccc(Cl)c(Cl)c1	-3%	4%	-6%	12	10%	-5%	5%	8	21%
COC(=O)c1cc(Cl)cc(Cl)c1OS(=O)(=O)N(C)C	7%	-6%	-12%[0.397 µM]	16	3%	i	-16%	21	16%
COc1ccc(NC(=O)CSc2nc3[nH]ncc3c(=O)n2-c2ccccc2C)cc1OC	-2%	-18%	0%	0	8%	i	15%	27	9%
O=S(=O)(c1cc(F)ccc1F)N1CCN(c2ncnc3ccccc23)CC1	3%	-26%	24%	-5	9.2µM*	-44%[inhibitor]	?	40	17%

Another view of two compounds above:
Values run as follows: aSyn rescue, HEK293 tox, TDP-43 yeast inh, DRD3 agonist, KB-V1 cytotox, PTHR1 agonist, GLP-1R inv ag, DRD3 antagonist, GLP1R ag
- Fc1ccc(C2N(c3ccccc3)C(=S)N3CCCN23)cc1 (stereo unspecified)
  2%, 3%, 23%, 0, -3%, -22%, ?, 1, 7%
- CC(=O)c1ccc(NC(=O)CN(C)S(=O)(=O)c2cc3c(cc2Cl)NC(=O)CO3)cc1
  ., 1%, -20%, 0, 0%, -11%, 19%, ., .

Further compounds follow.
compound	aSyn rescue	HEK293 tox	TDP-43 yeast inh	DRD3 agonist	KB-V1 cytotox	PTHR1 agonist	GLP-1R inv ag	DRD3 antagonist	GLP1R ag
CNc1nc(N)nc(-c2cc(Cl)ccc2OC)n1	-7%	6%	-3%	20	-1%	-18%	54%[activator]	?	-4%
CC(=O)c1c(N)c(C#N)c(C)n1-c1ccc(Br)cc1	0%	10%	11%	4	4%	-6%[57.5 µM]	-17%	3	4%
Clc1ccc(Sc2ccc(/C=N/n3cnnc3)o2)cc1	3%	20%	?	-2	2%	-11%	-19%	3	11%
O=C(Cn1nc(C(=O)O)c2ccccc2c1=O)Nc1cccc(S(=O)(=O)N2CCCC2)c1	-9%	14%	-2%	4	13%	-24%	5%	7	-1%
CCCCn1c2c(c(=N)c3ccccc31)CCC2	-6%	-17%	-8%	1	28%	i	-16%	16	-3%
COc1cccc(C2NC(c3cccc(OC)c3O)C(C)C(=O)C2C)c1O (stereo unspecified)	-1%	-29%	-9%	30*	?	i	0%	13	1%
CCOc1ccc2nc(NC(=O)C3CCCN(S(=O)(=O)c4c(C)noc4C)C3)sc2c1 (stereo unspecified)	-3%	-3%	15%	-1	?	-34%[inhibitor]	?	17	-2%
Cc1cc2cc3c(cc2nc1SCC(=O)Nc1c(C)cccc1C)CCC3	14%	-4%	-20%	8	8%	-4%[57.5 µM]	0%	-75*	-7%
COCCNC(=O)C(OC(=O)CC1Sc2ccccc2NC1=O)c1ccncc1 (stereo unspecified)	5%	-8%	-14%	11	5%	i	15%	5	0%
Cc1sc(-c2ccncc2)nc1OC(=O)c1ccc(Cl)cc1	26%	-27%	-5%	2	-3%	i	11%	69	-46%[inhibitor]
COc1ccc(N(CC(=O)NC2CCCC2)C(=O)c2ccc(C)s2)c(OC)c1	-1%	-5%	-8%	-11	-21%	i	8%	-6	18%
CC(C)(C)c1ccc(S(=O)(=O)Nc2cccc(C3OCCCO3)c2)cc1	12%	3%	12%	8	15µM*	-20%	-20%	2	20%
Cc1c(Cl)cccc1NC(=S)C(=C([O-])c1ccc(Cl)s1)[n+]1ccccc1	0%	-16%	9%	0	-3%	-18%	?	0	2%
Cc1nnc2sc(-c3ccc(N(C)C)cc3)nn2c1=O	-9%	-21%	6%	-1	16%	-23%	?	-4	-6%
O=C(Nc1nccs1)c1cc2c(s1)CCCCC2	-39%[inhibitor]	?	?	-5	?	-14%[57.5 µM]	?	-5	-24%
COc1ccc(Cl)cc1-c1cc(C(=O)NCc2ccc(C(F)(F)F)cc2)[nH]n1	2%	-14%	27%	-16	3%	-10%	?	?	-2%
CCCn1c(=O)[nH]c(=O)c2c1nc(-c1ccc(C(F)(F)F)cc1)n2CCOC	-3%	1%	0%	2	?	-21%	3%	5	11%
